Screens from PubChem BioAssay.
Insulin prom inh = inhibitors of insulin promoter-driven GFP, primary screen, imaging, TRM-6 cells (human fetal islet line), eGFP reporter, cell count | reporter expression induced with tamoxifen | inhibition, % at 2 µM | 0.9% of 130,000 active;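 active = inhibition above the mean plus 3 SD, with well images judged a real hit on visual review, cut at about 60% in these data, passing the limit was not always enough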
SDO1 yeast rescue = growth rescue of sdo1-depleted yeast, primary screen, S. cerevisiae, bone marrow failure model; 0.21% of 140,000 active; AID 817, 2007; S. cerevisiae sdo1-depleted JHY4D growth rescue, OD600 30 h; stronger effect = higher value; pdr5 snq2 efflux-pump mutant strain; z-score at 10 µM;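 active = z-score above 3 at both the 24 hr and the 30 hr optical density reads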;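 note: z-score against mean and SD of all compound wells on the same plate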
SDO1 yeast rescue Rescue 24 h = second read-out of SDO1 yeast rescue, no call of its own (marks repeat the call); z-score; S. cerevisiae sdo1-depleted JHY4D growth rescue, OD600; measured here: growth rescue at 24 h;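 0 is the plate mean of compound wells and units are plate SD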
Starred values were filed as active, the others as inactive; x = not tested or not shown; & = joins results of further samples.

Molecule | SDO1 yeast rescue | SDO1 yeast rescue Rescue 24 h | Insulin prom inh
COc1ccc(N(CC(=O)NC2CCCCC2)S(=O)(=O)c2c(C)[nH]c(=O)[nH]c2=O)cc1 | 0.94 | 0.76 | x
Cc1cccc(-n2c(Cc3cc(=O)[nH]c(=O)[nH]3)nnc2SCC(=O)N2CCCCC2)c1 | 1.5 | 1.5 | x
CC(=C/c1ccco1)/C=N/NC(=O)Cc1cccn1C | 0.91 | 0.17 | x
Cc1ccc(N2CCN(C(=O)c3ccccc3NC(=O)c3ccccc3C(=O)O)CC2)cc1 | 1.1 | 1.5 | 0
CC1C[C@@]2(NC(=O)NC2=O)C(C)CN1C (some centres not stated) | -0.5 | -0.83 | 32
CCCCNS(=O)(=O)c1ccc2nc(SCC(=O)N3CC(C)OC(C)C3)[nH]c2c1 (configuration not stated) | 0.44 | 0.3 | 22
COc1ccc(NC(=O)CN(c2ccc(C)cc2)S(=O)(=O)c2c(C)nn(C)c2C)cc1OC | -0.42 | -0.15 | x
Cc1nn(C(=O)CCCC(=O)n2nc(C)c(Cl)c2C)c(C)c1Cl | x | x | 55
O=[N+]([O-])c1cccc(NC2=NCCC2)c1 | x | x | -18
CCOC(=O)N1CCC(NC(=O)C2CCN(C(=O)N3CC(C)Oc4ccc(C)cc43)CC2)CC1 (configuration not stated) | 0.59 | 0.11 | 21
CC(=O)OC1CCC(OC(C)=O)c2c1n([O-])c(C)c(C)[n+]2=O (configuration not stated) | 1.5 | 1.6 | -100
CC(C#N)(Nc1ccc(Cl)cc1)c1cccnc1 (configuration not stated) | -1.1 | -0.43 | 14
CCc1cccc(C)c1NC(=S)NCc1cccn1C | -0.17 | -0.63 | 0
CC(=O)c1ccc(S(=O)c2ccccc2)cc1 (configuration not stated) | 1.2 | 1.9 | -65
O=C(Nc1ccccc1)c1ccc2c(c1)OCCO2 | 0.47 | -0.42 | -9

More results
Molecule | SDO1 yeast rescue | SDO1 yeast rescue Rescue 24 h | Insulin prom inh
O=C1NC2C(NC(=O)N2C2CCCCC2)N1C1CCCCC1 (configuration not stated) | -0.33 | -1.2 | 35
CN(C)S(=O)(=O)c1ccc(C(=O)NCC(=O)N/N=C/c2ccccc2Cl)cc1 | x | x | 29
Cc1sc(N)c(C(=O)c2ccccc2)c1C | x | x | 0
CSCCC(NS(=O)(=O)c1ccc(Br)cc1)C(=O)OCC(=O)NC1CC1 (configuration not stated) | x | x | 83*
CC(C)CCNc1nc2c(c(=O)n(Cc3cccc(F)c3)c(=O)n2C)n1C | -1.1 | -0.75 | -47
CCOc1ccc(C2=Nn3c(nnc3-c3ccccc3)SC2)cc1Cl | -1.1&-1.1 | -0.43&-0.4 | x
O=C(CN(CCc1ccccc1)C(=O)CNS(=O)(=O)c1ccc(F)cc1)NCC1CCCO1 (configuration not stated) | -0.23 | 0.13 | x
CNC(=O)c1sccc1-n1cccc1 | 0.35 | -0.81 | -6
COc1cccc(-c2nn(C)c3sc(C(=O)NCc4ccc5c(c4)OCO5)cc23)c1 | -1 | -0.95 | x
COc1cccc(/C=N/NC(=O)c2cnccn2)c1 | 0.23 | -0.51 | 21
CCCCN(CCCC)C(=O)/C=C/c1cccc([N+](=O)[O-])c1 | 0.13 | 0.53 | -7
Cc1ccc(C(=O)NCCNC(=O)CN2CCOCC2)cc1 | 0.22 | 0.27 | 67
CN(CCCNC(=O)c1ccc(/C=N/O)nc1)CCCN(C)Cc1ccccc1 | -0.06 | -1 | -75
Cc1c(Cl)cccc1NC(=S)N=Nc1c(O)n(CN2CCOCC2)c2ccccc12 | -2.5 | -1.5 | -93
Cc1ccc(S(=O)(=O)c2nc(S(C)(=O)=O)sc2NCC2CCCO2)cc1 (configuration not stated) | -0.68 | -1 | 65

A draw from above in order of molar mass, rising.
Molecule | SDO1 yeast rescue | SDO1 yeast rescue Rescue 24 h | Insulin prom inh
Cc1ccc(C(=O)NCCNC(=O)CN2CCOCC2)cc1 | 0.22 | 0.27 | 67
CN(CCCNC(=O)c1ccc(/C=N/O)nc1)CCCN(C)Cc1ccccc1 | -0.06 | -1 | -75
Cc1ccc(S(=O)(=O)c2nc(S(C)(=O)=O)sc2NCC2CCCO2)cc1 (configuration not stated) | -0.68 | -1 | 65
CN(C)S(=O)(=O)c1ccc(C(=O)NCC(=O)N/N=C/c2ccccc2Cl)cc1 | x | x | 29
CSCCC(NS(=O)(=O)c1ccc(Br)cc1)C(=O)OCC(=O)NC1CC1 (configuration not stated) | x | x | 83*

(listing goes on)
Molecule | SDO1 yeast rescue | SDO1 yeast rescue Rescue 24 h | Insulin prom inh
COC(=O)C1=C(NC(=O)c2ccc(Br)cc2)CCS1 | x | x | -5
COCc1cc(C)nc2sc(C(=O)NCCO)c(-n3cccc3)c12 | x | x | 14
CCn1cc(Cl)c(C(=O)Nc2ccc3c(c2)OCCO3)n1 | x | x | -27
COc1ccc(/C(C)=N/NC(=O)c2ccc(CSc3cccc4cccnc34)cc2)cc1OC | -2.5 | -1 | -33
C=CCNc1nc(C2(C)CC3(CC(C)(C)OC3=O)C(=O)O2)cs1 (configuration not stated) | 0.11 | -0.03 | -73
Cc1cc(NC(=O)COC(=O)c2oc3c(Cl)cccc3c2C)no1 | -0.44 | -0.41 | 0
CCOC(=O)C1CCN(CCC(=O)Nc2cccc(Cl)c2)CC1 | -0.71 | -0.31 | x
Cn1c(C2=C(O)CN(c3ccccc3)C2=N)nc2ccccc21 | x | x | 12
CCc1nnc(NC(=O)CCC(=O)N2CCN(C3c4ccccc4-c4ccccc43)CC2)s1 | -0.47 | 1.2 | -7
O=C(NCCCN1CCOCC1)c1ccc(Br)s1 | -0.23 | -0.42 | 62
COc1ccc(Cl)cc1NC(=O)CN(C)CC(=O)Nc1ccc(C)cc1Br | x | x | 7
O=c1oc2cc(Oc3c([N+](=O)[O-])cc(C(F)(F)F)cc3[N+](=O)[O-])ccc2c2c1CCCC2 | -2.9 | -1.9 | x
COc1ccc(N(C(=O)CSCC(=O)Nc2cc(C)on2)C(C(=O)NC2CCCCC2)c2ccc(O)c(O)c2)cc1 (configuration not stated) | 0.32 | -0.47 | 29
Cc1ccccc1NS(=O)(=O)c1ccc(NC(=O)CSCc2ccc(Br)cc2)cc1 | -2.8 | -1.9 | -4
O=C(COC(=O)/C=C/c1ccc(Cl)cc1)Nc1ccc2c(c1)OCCO2 | -1.6 | -1.3 | -7

More results follow.
Molecule | SDO1 yeast rescue | SDO1 yeast rescue Rescue 24 h | Insulin prom inh
O=C(O)Cc1ccc(NC(=O)CCN2C(=O)c3ccc([N+](=O)[O-])cc3C2=O)cc1 | x | x | 50
CCCCCCC(=O)NNC(=O)c1c(O)c2ccccc2n(CC)c1=O | x | x | 38
CCOC(=O)COn1c2c(c3c4no[n+]([O-])c4ccc31)CCCC2 | -0.83 | -1 | -12
Cc1nc[nH]c(=O)c1Br | -0.17 | -0.47 | x
Cc1cc(C)c2c(n1)nn1c(C3CC3)cc(C(F)(F)F)nc21 | x | x | 38
O=S1(=O)C=C(Sc2nc3cc(Cl)ccc3o2)c2ccccc21 | -0.65 | 0.97 | x
CN(C)S(=O)(=O)c1ccc(N2CCCC2)c(C(=O)NC(c2ccccc2)c2ccccc2)c1 | -1.3 | -1.8 | -30
COc1cc(/C=C(\NC(C)=O)C(=O)Nc2cccc(O)c2)ccc1OC(C)=O | 0.72 | 0.43 | 0
COc1cnc(-c2ccccn2)nc1Sc1c(Cl)cccc1Cl | -0.86 | -0.13 | x
COc1ccc(-n2nnnc2SCC(=O)NCCc2ccccc2)cc1OC | x | x | -15
CCCCCOC(=O)c1ccc(OC(=O)c2cncc(Br)c2)cc1 | -0.8 | -0.85 | -26
CSc1nc(O)c(Cc2ccccc2)c(=O)[nH]1 | 1.7 | 0.75 | x
Cc1nc(SCC(=O)c2cc3ccccc3oc2=O)c(C#N)c(-c2ccccc2)c1C(=O)Nc1ccccc1 | -0.27 | 0.09 | -7
COc1ccc(-c2csc3ncnc(NCCN4CCOCC4)c23)cc1 | -0.34 | -0.45 | x
CCOC(=O)c1ccccc1NC1c2ccccc2C(=O)N1c1ccc(C)cn1 (configuration not stated) | -1.2 | -0.64 | x

More structures:
Molecule | SDO1 yeast rescue | SDO1 yeast rescue Rescue 24 h | Insulin prom inh
CCCC1=NN(C(=O)CCc2ccccc2O)C(O)(C(F)(F)F)C1 (configuration not stated) | -0.17 | -0.13 | 3
O=[N+]([O-])c1nn(-c2ccc3c(c2)OCCO3)n(O)c1=Nc1ccccc1 | -1.3 | -0.79 | -7
O=C(NC1CCCCC1)N1CCN(c2ccccc2)CC1 | 1.9 | 2.2 | 0
O=C(NN=C1CCCC1)c1cccs1 | 2.3 | 1.7 | 0
Cn1c(SCC(=O)NCCN2C(=O)CSC2=O)nnc1-c1ccccc1 | 1.1 | 1.2 | -8
CCOC(=O)Cc1csc(NC(=O)CSc2ncnc3c2cnn3-c2ccccc2Cl)n1 | 0.2 | 0.03 | x
Nc1ccc(OCc2ccccc2)cc1 | -0.59 | -1.1 | x
CCOC(=O)c1c(C)[nH]c(C(=O)COC(=O)CCC(=O)c2ccc3c(c2)OCCO3)c1C | -1.6 | -1.2 | x
CC(=O)OC1c2ccccc2C(=O)N1c1ccccc1C (configuration not stated) | -0.48 | -1.2 | x
COc1ccc2nc(NC(=S)N(C)C)sc2c1 | -1.3 | -1.7 | 46
CC1=C(C(=O)OCC2CCCO2)C(c2ccc(O)cc2)NC(=O)N1 (configuration not stated) | 0.21 | -0.01 | x
Cc1cccc(C)c1NC(=O)C(c1ccc([N+](=O)[O-])cc1)N1CCCCC1 (configuration not stated) | -0.89 | -0.87 | x
C=CCOC(=O)C1=C(C)Nc2ncnn2C1c1cc(Br)ccc1F (configuration not stated) | -0.24 | -1 | 50
CCc1ccccc1NC(=O)COc1cccc2ccc(C)nc12 | -0.84 | -0.83 | 31
O=C(O)CC1Oc2ccc(Cl)cc2NC1=O (configuration not stated) | 1.5 | 1.3 | x

Additional entries
Molecule | SDO1 yeast rescue | SDO1 yeast rescue Rescue 24 h | Insulin prom inh
Cc1cccc(-c2nnc(-c3cccc(NC(=O)Cc4cccs4)c3)o2)c1 | -1.6 | -0.38 | -4
Cc1ccc(Nc2cc(=O)[nH]c(=O)[nH]2)cc1Cl | x | x | 31
CC(=O)NC(CC(=O)N(C)Cc1cccc(Cl)c1Cl)c1ccccc1 (configuration not stated) | x | x | -14
CCOc1cc(C(=O)NCCOC)ccc1OC | 0.66 | 0.44 | 35
CCOC(=O)N1CCN(C(=O)C(C)n2nc(C)n3c(cc4sccc43)c2=O)CC1 (configuration not stated) | 0.39 | 0.53 | x
CCOC(=O)C(NC(C)=O)(Nc1ccc(F)cc1)C(F)(F)F (configuration not stated) | -0.5 | -1.9 | x
CSc1nc2ccc(S(=O)(=O)N(C)C)cc2s1 | -0.61 | -1.3 | -3
CCN(c1ccccc1)S(=O)(=O)c1ccc(C(=O)Oc2ccc(C(C)=O)cc2)cc1 | 0.31 | 0.54 | -35
O=C(N/N=C/c1ccc(Br)cc1)c1ccc(Br)o1 | -0.17 | -0.47 | x
c1ccc2c(c1)OCC(c1nnc3sc(-c4cnccn4)nn13)O2 (configuration not stated) | -0.58 | -1.1 | -20
O=C(NC(=S)Nc1ccc2c(c1)C(=O)c1ccccc1C2=O)c1ccc(F)cc1 | 0.63 | 1.1 | 7
CC1Oc2ccccc2N(CC(=O)N(Cc2ccccc2)Cc2ccccn2)C1=O (configuration not stated) | -0.75 | -0.53 | -200
Cc1ccc(S/C(=N\S(=O)(=O)c2ccc(Cl)cc2)c2ccccc2)cc1 | -0.79 | -1.1 | 26
Cc1cccc(-n2c(C)cc(/C=C3\C(=N)N4N=C(CC(C)C)SC4=NC3=O)c2C)c1 | 0.22 | 0.93 | 28
CC(=O)N1CCc2cc(S(=O)(=O)NCCC(=O)Nc3cc(C)cc(C)c3)ccc21 | 0.83 | 1.2 | -56

Next structures follow.
Molecule | SDO1 yeast rescue | SDO1 yeast rescue Rescue 24 h | Insulin prom inh
COC(=O)N(C)CCCC1(C)C(=O)N(C)c2ccc(O)cc21 (configuration not stated) | 1.5 | 1.7 | 0
COCCCn1c(SCC(=O)N2CCCCC2C)nnc1-c1ccco1 (configuration not stated) | 0.16 | -0.38 | x
Cc1cccc(C)c1OCc1nnc(SCC(=O)Nc2ccccc2F)o1 | -0.39 | -0.47 | x
CCc1c(C)c(C#N)c2nc3ccccc3n2c1N(C)C | -1.8 | -1.1 | x
COc1cccc(C2=CC(c3cccc(OC)c3OC)n3nnnc3N2)c1 (configuration not stated) | -0.18 | 1.5 | x
O=C(O)c1ccccc1S(=O)(=O)NCC(O)COC1CCCCC1 (configuration not stated) | 0.51 | 1.6 | x
CCOC(=O)c1c(NC(=O)CN2C(=O)NC3(CCCCC3C)C2=O)sc(C)c1C (configuration not stated) | -0.03 | 0.03 | 27
CCC(C(=O)NCc1ccco1)N(C(=O)CNS(=O)(=O)c1ccc(C)cc1)c1ccccc1OC (configuration not stated) | 0.54 | 1.2 | -39
CC(=O)Nc1ccccc1C(=O)C(=O)Nc1cccc(C(=O)NCc2ccccc2)c1 | 0.94 | 0.78 | 0
COc1ccc(O)c(/C=N/Nc2nc3ccccc3[nH]2)c1 | x | x | 30
NC(=O)C1CCN(CC(=O)Nc2ccccc2Sc2ccc(Cl)cc2)CC1 | -0.01 | -0.69 | x
Nc1nc(CN2CCOCC2)cs1 | 0.66 | 1.1 | 10
CCN(CC)CCOC(=O)c1ccc(NC(=O)COc2cc(=O)n(CC)c3ccccc23)cc1 | -0.39 | -0.33 | 13
CCCCSCCCNC(=S)Nc1ccccc1C | x | x | 27
CC(CCc1ccccc1)NCC(O)c1ccc(O)c(C(N)=O)c1 (configuration not stated) | 0.88 | 0.51 | 45
CCC(C)(C)n1nnnc1CN1CCc2ccccc21 | -0.11 | -0.7 | 50

These rows are one share of the data (hit frequency here may not be typical).
